Screening results (PubChem BioAssay)
RmlCD inh mix: mixture blocks RmlC and RmlD coupled enzyme activity; AID 1532; hit rate 0.39% among 110,000; inhibition, % at 5.5 µM; RmlC/RmlD coupled enzyme inhibition, 384-well mixture HTS; in the data active = inhibition above about 30%, passing the limit was not always enough; note: strong numbers were not always called active
RT RNaseH block: inhibitors of HIV-1 reverse transcriptase RNase H; P04585; inhibition, % at 10 µM; hit rate 1.9% among 65,000; RT-RNase H RNA/DNA duplex cleavage, fluorescence; in the data active = inhibition above about 50%
* = called active by the depositor.

`Cn1c(SCC(=O)NCc2ccc3c(c2)OCO3)nnc1-c1cc2ccccc2cc1O` gave RmlCD inh mix 0.1 and RT RNaseH block 2.6.
Screening COCCN(CCOC)c1ncnc2c1cnn2-c1ccc(Cl)cc1 returned RmlCD inh mix 3.4 and RT RNaseH block -0.5.
`COC(=O)[C@@H](NC(=O)NCc1ccco1)C(C)C` gave RmlCD inh mix 11.0 and RT RNaseH block -4.2.
`O=C(NCCc1csc(-c2cccnc2)n1)c1ccc(Br)o1` gave RmlCD inh mix -13.6 and RT RNaseH block -13.0.
`Cc1ccc(-c2ccc(C(=O)O)[nH]2)cc1` gave RmlCD inh mix -11.4 and RT RNaseH block 47.3.
Screening CN1CCN(S(=O)(=O)c2ccc(NC(=O)Nc3cccc(Cl)c3)cc2)CC1 returned RmlCD inh mix 7.9 and RT RNaseH block -16.6.
Screening Cc1ccsc1/C=N/Nc1ncc(Cl)cc1Cl returned RmlCD inh mix 7.0.
`CC(=O)C1=C(C)NC(C)=C(C(C)=O)C1c1cccs1` gave RmlCD inh mix -6.3 and RT RNaseH block -12.1.
CCN(C(=O)c1cn(C)c(=O)c2cc(OC)c(OC)cc12)c1cc(OC)ccc1OC was read as RmlCD inh mix -7.2 and RT RNaseH block -3.6.
`COc1ccc(CCNC(=O)CC2Oc3ccc(Cl)cc3NC2=O)cc1OC` (stereo not given) gave RmlCD inh mix 7.7 and RT RNaseH block -0.9.
`CN1CCN(Cc2nc3ccccc3n2C)CC1` gave RmlCD inh mix 5.3 and RT RNaseH block 0.0.
For O=C(CCC(=O)NC1CCCCCCC1)Nc1nnc(C(F)(F)F)s1 the results were RmlCD inh mix 0.8.
For CCC(C(=O)NCc1ccc(F)cc1)N(Cc1ccco1)C(=O)c1snc(C(N)=O)c1N (stereo not given) the results were RmlCD inh mix -0.7 and RT RNaseH block -2.2.
Screening CC(C)OC(=O)CSc1nc2cc3c(cc2cc1C#N)OCO3 returned RmlCD inh mix 10.4.
Screening Cc1ccc(C(=O)N2c3ccc(F)cc3CCC2C)o1 (stereo not given) returned RmlCD inh mix -10.4 and RT RNaseH block -24.4.

7 neighbouring compounds out of the list so far, quoted:
`Cn1c(SCC(=O)NCc2ccc3c(c2)OCO3)nnc1-c1cc2ccccc2cc1O` gave RmlCD inh mix 0.1 and RT RNaseH block 2.6.
Screening COCCN(CCOC)c1ncnc2c1cnn2-c1ccc(Cl)cc1 returned RmlCD inh mix 3.4 and RT RNaseH block -0.5.
`COC(=O)[C@@H](NC(=O)NCc1ccco1)C(C)C` gave RmlCD inh mix 11.0 and RT RNaseH block -4.2.
`O=C(NCCc1csc(-c2cccnc2)n1)c1ccc(Br)o1` gave RmlCD inh mix -13.6 and RT RNaseH block -13.0.
`Cc1ccc(-c2ccc(C(=O)O)[nH]2)cc1` gave RmlCD inh mix -11.4 and RT RNaseH block 47.3.
Screening CN1CCN(S(=O)(=O)c2ccc(NC(=O)Nc3cccc(Cl)c3)cc2)CC1 returned RmlCD inh mix 7.9 and RT RNaseH block -16.6.
Screening Cc1ccsc1/C=N/Nc1ncc(Cl)cc1Cl returned RmlCD inh mix 7.0.

(list continues)
Screening COc1ccccc1C(=O)N1C(CC(=O)Nc2cc(Cl)ccc2C)C(=O)NC2CCCCC21 (stereo not given) returned RmlCD inh mix -3.1.
`O=S(=O)(NCC1CCCO1)c1ccc2ccccc2c1` (stereo not given) gave RmlCD inh mix -7.2 and RT RNaseH block -73.8.
C=CCn1c(=S)[nH]c2ccccc2c1=O was read as RmlCD inh mix inactive and RT RNaseH block -27.2.
Cc1ccccc1/C=C1\OC(=O)c2ccccc21 was read as RmlCD inh mix -37.6.
CCC(C)n1c(NC(=O)c2ccccc2)c(C#N)c2nc3ccccc3nc21 (stereo not given) was read as RmlCD inh mix -9.6.
CC(NC(=O)CSc1ncccn1)c1ccccc1 (stereo not given) was read as RmlCD inh mix -9.2 and RT RNaseH block 6.1.
`CCC(=O)N1CC2(CC(c3cccc(NC(=O)CC(c4ccccc4)c4ccccc4)c3)=NO2)C[C@H]1C(N)=O` (stereo not given in full) gave RmlCD inh mix 7.9.
CCCn1nnc(NC(=O)C(c2ccccc2)c2ccccc2)n1 was read as RmlCD inh mix 1.9.
For CCSc1nccc(-c2nn(-c3ccc(C)cc3)ccc2=O)n1 the results were RmlCD inh mix 4.6.
For CCOC(=O)C1CCN(S(=O)(=O)c2ccc3c4c(cccc24)C(=O)N3)CC1 the results were RmlCD inh mix -50.3 and RT RNaseH block -13.3.
`O=C(Nc1nnc(-c2ccccc2Cl)o1)c1ccc(S(=O)(=O)N2CCCCCC2)cc1` gave RmlCD inh mix -19.6 and RT RNaseH block -5.9.
For COc1ncccc1C(=O)NCC(CC(=O)O)c1ccccc1 (stereo not given) the results were RmlCD inh mix -7.8 and RT RNaseH block 1.3.
`CN1C(=O)CC(N2CCN(CC(=O)N3CCCC3)CC2)C1=O` (stereo not given) gave RmlCD inh mix -2.9 and RT RNaseH block 0.6.
CCCc1nc2c(C)cc(C)cc2c(N)c1CC was read as RmlCD inh mix 17.6.
`O=C(O)c1ccccc1C(=O)Nc1ccccn1` gave RmlCD inh mix 6.2 and RT RNaseH block -5.3.

Gathered by group, the compounds so far containing an aryl methoxy group.
CCN(C(=O)c1cn(C)c(=O)c2cc(OC)c(OC)cc12)c1cc(OC)ccc1OC was read as RmlCD inh mix -7.2 and RT RNaseH block -3.6.
`COc1ccc(CCNC(=O)CC2Oc3ccc(Cl)cc3NC2=O)cc1OC` (stereo not given) gave RmlCD inh mix 7.7 and RT RNaseH block -0.9.
Screening COc1ccccc1C(=O)N1C(CC(=O)Nc2cc(Cl)ccc2C)C(=O)NC2CCCCC21 (stereo not given) returned RmlCD inh mix -3.1.
For COc1ncccc1C(=O)NCC(CC(=O)O)c1ccccc1 (stereo not given) the results were RmlCD inh mix -7.8 and RT RNaseH block 1.3.

Later entries
Cc1ccccc1CN1CCNC1=O was read as RmlCD inh mix -11.3 and RT RNaseH block -5.1.
`O=C(O)c1cccc(CSc2nc(-c3ccc(Cl)cc3)cc(C(F)(F)F)n2)c1` gave RmlCD inh mix 19.5.
COc1ccc(CCN(C(=O)C(F)(F)F)C(C(=O)NC2CCCCC2)c2ccc(C)s2)cc1OC (stereo not given) was read as RmlCD inh mix -3.7.
COC(=O)C(C)Sc1nc2c(cnn2-c2ccc(C)cc2)c(=O)[nH]1 (stereo not given) was read as RmlCD inh mix -7.1 and RT RNaseH block -40.7.
Screening COc1ccc(CCNC(=O)c2cc(-c3ccc4c(c3)OCO4)on2)cc1OC returned RmlCD inh mix -4.1 and RT RNaseH block 1.7.
For CCOC(=O)C1CCN(Cc2ccc(O)c3ncccc23)CC1 the results were RmlCD inh mix -13.0 and RT RNaseH block 22.8.
Screening O=C(CSc1ccc2nnc(-c3ccc(F)cc3)n2n1)NCC1CCCO1 (stereo not given) returned RmlCD inh mix 2.5 and RT RNaseH block 16.5.
`CCCCn1c(-c2ccccc2)cnc1SCC(=O)NCCc1ccc(OC)c(OC)c1` gave RmlCD inh mix -1.7.
CCOc1ccc(S(=O)(=O)Nc2ccc(S(=O)(=O)N3CCCC3)cc2)cc1 was read as RmlCD inh mix 3.4.
`CCc1nc(N(CC)CC)c2oc3ccccc3c2n1` gave RmlCD inh mix 0.7 and RT RNaseH block -45.4.
Cc1cc(C(=O)N(C2CCCCC2)C2CCCCC2)no1 was read as RmlCD inh mix 9.1 and RT RNaseH block 0.6.
Screening Cc1nc(C(=O)NC2CCCCC2)sc1C1(C)CC(c2cccc([N+](=O)[O-])c2)=NO1 (stereo not given) returned RmlCD inh mix 9.9.
`O=C(CCS(=O)(=O)c1ccc(Br)s1)NC1CCCC1` gave RmlCD inh mix -90.2.
Screening NC(=O)CC(NC(=O)c1ccccc1)c1ccc(NCc2ccccc2)c([N+](=O)[O-])c1 (stereo not given) returned RmlCD inh mix -9.5.
`Cc1ccsc1C1C2=C(CC(C)(C)CC2=O)Nc2ncnn21` (stereo not given) gave RmlCD inh mix -12.0 and RT RNaseH block 14.8.
COC(=O)[C@@]1(C)CC[C@]2(C)CC[C@@]3(C)C(=CC(=O)C4[C@@]5(C)CC[C@H](O)C(C)(C)[C@@H]5CC[C@]43C)[C@H]2C1 (stereo not given in full) was read as RmlCD inh mix 12.2.
Screening Cc1cccc(C)c1NC(=O)CSc1nnc(-c2ccco2)n1N returned RmlCD inh mix 8.6 and RT RNaseH block 2.3.
Screening CC12CC(NC(=O)N1c1cccc(C(=O)N3CCN(c4ccccc4F)CC3)c1)c1ccccc1O2 (stereo not given) returned RmlCD inh mix 24.2 and RT RNaseH block -8.1.
COc1cc2oc3cc(C#Cc4ccc(N)cc4)ccc3c(=O)c2cc1OC was read as RmlCD inh mix 7.3.
Screening Cc1cc(NC(=O)c2ccc3c(c2)OCO3)no1 returned RmlCD inh mix -9.3 and RT RNaseH block -7.0.
CCCc1nnc(NC(=O)CCN2C(=O)c3ccccc3C2=O)s1 was read as RmlCD inh mix 2.8 and RT RNaseH block -3.1.
For COc1ccc(-n2c(SCC(N)=O)nnc2-c2ccc(NS(=O)(=O)c3ccc(C)cc3)cc2)cc1 the results were RmlCD inh mix 11.8.
For Cn1nnnc1SCCNCc1ccc(Cl)cc1 the results were RmlCD inh mix 1.9.
For CC(C)OC(=O)c1cccc(C(=O)O)n1 the results were RmlCD inh mix 0.4 and RT RNaseH block -7.5.
Screening O=C(Nc1ccccc1)C1=C[C@@H](C2CCCCC2)C[C@@H](OCc2ccc(CO)cc2)O1 returned RmlCD inh mix 4.2.
`NC(=O)c1ccccc1NS(=O)(=O)c1ccc2c(c1)OCCO2` gave RmlCD inh mix 9.1.
For COc1ccc(CC(NC(C)=O)C(=O)NC2CCN(C(=O)Nc3ccccc3Cl)CC2)cc1OC (stereo not given) the results were RmlCD inh mix -0.1.
`CC(NS(=O)(=O)c1ccccc1)C(N)=O` (stereo not given) gave RmlCD inh mix -5.9 and RT RNaseH block -5.2.
CCC(CC)NC(=O)Cc1ccc(S(=O)(=O)N2CCOCC2)s1 was read as RmlCD inh mix 4.6.
For O=C(CSc1cnc2ccccc2n1)NC1CCCC1 the results were RmlCD inh mix 3.8.
O=C(NC(Oc1ccccc1)C(Cl)(Cl)Cl)c1ccccc1 (stereo not given) was read as RmlCD inh mix -6.4.
O=C(O)CC(=O)Nc1cc(Cl)ccc1O was read as RmlCD inh mix -10.8.
Screening CC1(C)Cc2c(C#N)c(NCC3CCCO3)nc(-c3ccco3)c2CO1 (stereo not given) returned RmlCD inh mix -38.5 and RT RNaseH block 19.8.
`Cc1cc(C)cc(NC(=O)CSc2nnc(-c3ccccc3)n2N)c1` gave RmlCD inh mix -4.0 and RT RNaseH block -7.6.
COc1ccc(C(=O)NCC(=O)OCC(=O)N2CC(C)CC(C)C2)cc1 (stereo not given) was read as RmlCD inh mix -37.9.
For Cc1ccsc1/C=N/n1c(-c2cccnc2)n[nH]c1=S the results were RmlCD inh mix 6.7.
CCOc1cc(NC(=S)NCC2CCCO2)c(OCC)cc1NC(=O)c1cccc(C)c1 (stereo not given) was read as RmlCD inh mix -14.4.
Screening Cc1cc(OCC(=O)Nn2cnnc2)c(C)cc1Br returned RmlCD inh mix -0.7 and RT RNaseH block -5.5.
Screening C(=N\n1cnnc1)/c1cccc(OCCOc2ccccc2)c1 returned RmlCD inh mix -7.7 and RT RNaseH block -42.6.
For NC(=O)C1(c2ccccc2)CCOCC1 the results were RmlCD inh mix -11.0 and RT RNaseH block -3.2.
C=CCN(C(=O)CN1CCOCC1)c1nc(C)c(-c2ccccc2)s1 was read as RmlCD inh mix 9.9 and RT RNaseH block -4.5.
`O=C(CN1C(=O)c2ccccc2S1(=O)=O)NCc1ccccn1` gave RmlCD inh mix 8.9 and RT RNaseH block -4.9.
For Brc1cccc(-c2cnc3n2CCCCC3)c1 the results were RmlCD inh mix 3.0 and RT RNaseH block -27.4.
For CC(=O)c1ccc(N2CCN(C(=S)Nc3cccc(F)c3)CC2)cc1 the results were RmlCD inh mix 4.8.
For O=C(O)/C=C\C(=O)Nc1ccccc1C#Cc1ccc(Br)cc1 the results were RmlCD inh mix -98.1.
`Cc1ccc(NS(=O)(=O)c2cc(OCC(N)=O)c(C)cc2Cl)cc1C` gave RmlCD inh mix -11.0.
`CCCCCc1c(O)nc(SCC(=O)NCC2CCCO2)[nH]c1=O` (stereo not given) gave RmlCD inh mix 5.0 and RT RNaseH block -1.8.
Screening CSc1nnc(-c2cccs2)n1-c1ccccc1 returned RmlCD inh mix -8.4 and RT RNaseH block -31.8.
Screening COCCCNC(=O)c1ccc2c(c1)OCO2 returned RmlCD inh mix 6.2 and RT RNaseH block -6.0.
`COc1ccc2ccc(=O)oc2c1CC=C(C)C` gave RmlCD inh mix 10.5.
CS(=O)(=O)c1ccccc1-c1nc(-c2ccc(C(F)(F)F)cc2)no1 was read as RmlCD inh mix -3.2.
O=C1C2C3C=CC(C3)C2C(=O)N1/N=C/c1cn(Cc2ccc(F)cc2)c2ccccc12 (stereo not given) was read as RmlCD inh mix -13.2.
Screening COc1ccc(-n2c(SCC(=O)Nc3nccs3)nc3c(c2=O)SC(C)C3)cc1 (stereo not given) returned RmlCD inh mix -9.1 and RT RNaseH block -1.0.
`COc1ccc(S(=O)(=O)N2CCN(c3ccccn3)CC2)cc1OC` gave RmlCD inh mix -9.1 and RT RNaseH block -8.9.
`CCC/C(O)=N\S(=O)(=O)c1ccc(N=NN(C)C)cc1` gave RmlCD inh mix 3.5.
`CCN(CC)C(=O)COn1c(SCC(=O)N(CC)CC)nc2ccccc2c1=O` gave RmlCD inh mix 6.2 and RT RNaseH block 1.7.
CCOc1ccc(C)cc1S(=O)(=O)n1ccc(C)n1 was read as RmlCD inh mix -2.7 and RT RNaseH block -110.3.
`COc1ccc(CC(NC(C)=O)C(=O)N2CCN(C(=O)N(C(C)C)C(C)C)CC2)cc1` (stereo not given) gave RmlCD inh mix -49.0 and RT RNaseH block -3.6.

The list is partial; the hit share may differ from the screen's.
